# NCI-60 one-dose screen, 48 h, at 10 µM unless noted. Numbers give growth in % (100 = growth as untreated, 0 = no growth, -100 = all killed).
# SF-539 – SF-539 CNS cancer; hit rate 6.8% among 81,000; AID 1794752
# DU-145 – DU-145 prostate cancer; hit rate 4.2% among 81,000; AID 1794760
# PC-3 – PC-3 prostate cancer cells | AID 1794754 | hit rate 3.9% among 80,000
# SF-268 – SF-268 CNS cancer cells. hit rate 3.1% among 82,000
# SF-295 – SF-295 CNS cancer cells | hit rate 5.6% among 79,000
# U251 – U251 CNS tumor cells | hit rate 5.4% among 80,000
# SNB-19 – SNB-19 CNS cancer cells | hit rate 2.5% among 81,000 | AID 1794751
# SNB-75 – SNB-75 CNS cancer; AID 1794750; hit rate 5% among 79,000
# HCC-2998 – HCC-2998 colon cancer; AID 1794799; hit rate 4.7% among 79,000
# * = called active by the depositor; nt = not tested or not shown; & = joins results of further samples. Rule for the calls: active = growth percent below 10; inactive = the rest.
# Values run as follows: U251	DU-145	SNB-19	SF-295	SF-268	PC-3	HCC-2998	SF-539	SNB-75
> O=C1C(Cl)=C(NCCCO)C(=O)c2ccccc21
  101.6&101.3	76.2&83.9	102.8&109.6	87.5&88.9	106.0&94.7	82.3&81.5	109.3&109.7	124.5&130.4	53.4&88.6
> N#Cc1ccc(SSc2ccc(C#N)cc2)cc1
  101.5	102.6	94.8	98.7	84.3	89.8	103.0	93.6	77.2
> CC1=C(C)C(=O)C(N2CCC3(CC2)OCCO3)=CC1=O
  104.6	115.6	98.9	98.5	113.4	112.7	121.9	104.2	107.5
> O=S(=O)(O)CCSSCCS(=O)(=O)O
  104.9&103.9	111.8&123.6	107.8&104.9	98.9&91.5	108.3&116.7	106.8&94.2	108.2&102.7	101.9&108.7	105.9&94.6
> Oc1ccc2ccccc2c1I
  96.0	102.0	104.2	98.3	77.6	68.5	96.8	93.6	49.5
> Cc1ccc(-c2cc3nc(C(Cl)Cl)nc(-c4ccc(C)cc4)n3n2)cc1
  74.7	15.8	83.7	73.9	96.4	88.3	73.4	99.4	107.4
> COc1cc(C(=O)Nc2ccc(N(C)C)cc2)cc(OC)c1OC
  95.4	107.2	nt	91.7	99.1	91.4	92.1	96.1	74.9
> Nc1c(Cl)c(Cl)cc(Cl)c1Cl
  106.2	nt	109.3	119.7	120.6	98.1	110.9	91.4	97.4
> Cc1cc2c(cc1C)NC(=O)CC(=O)N2
  96.3	111.4	103.4	114.8	104.7	98.7	nt	106.5	94.9
> COc1ccc(-c2nnc(SCC(=O)Nc3ccc(C(=O)/C=C/c4ccc(Cl)cc4)cc3)o2)cc1
  102.2	100.0	99.0	93.8	93.4	79.7	101.7	95.8	93.4
> Cc1c(C(=O)NNC(=O)Nc2ccc(Cl)cc2)nnn1-c1ccc(Br)cc1
  103.8	99.5	91.4	98.8	102.6	102.9	105.9	102.1	90.2
> C1COC2(CCC3(CC2)OCCO3)O1
  98.3	106.5	104.9	90.0	103.0	99.1	101.0	97.3	85.3
> CC1CCc2[nH]c(=O)c(C(N)=O)c(C#N)c2C1 (configuration not stated)
  99.4	116.6	102.4	94.4	109.4	94.6	109.3	96.5	98.1
> O=C1C(Cl)=C(Nc2ccccn2)C(=O)c2ccccc21
  42.2	-10.9*	93.2	82.9	58.8	63.6	109.5	25.4	62.1
> COc1cc(-c2nc(SCCC(C)C)nc(Nc3ccc(C(=O)O)cc3)c2C#N)cc(OC)c1OC
  89.2	98.7	90.4	96.8	100.4	83.4	99.9	90.2	102.2
> O=C1/C(=C/C=C/c2ccco2)SC(=S)N1Cc1ccco1
  112.1	103.2	92.5	101.7	99.9	100.1	111.4	99.3	67.6
> C=C1CC[C@@H]2[C@]3(C)COC(c4cn[nH]c4-c4ccc(OC)cc4)O[C@@H]3CC[C@@]2(C)[C@@H]1C/C=C1/C(=O)OCC1O (some centres not stated)
  -76.0*	-27.2*	18.5	-41.9*	3.8*	39.3	-24.2*	-87.2*	-16.5*
> CCOC(=O)CCc1c(C(=O)OCC)[nH]c2cccc(C(=O)OCC)c12
  83.1	94.1	88.1	87.6	79.5	54.9	98.7	99.4	62.7
> CCOC(=O)c1ccc2c(c1)nc(NS(=O)(=O)c1ccc(C(F)(F)F)cc1)n2CCCOC(C)C
  92.7	103.6	91.9	96.9	93.8	nt	97.9	101.0	94.4
> CCOc1nc2c(N)ncnc2n1CC(F)F
  112.5	112.6	97.7	104.6	110.7	103.5	104.7	98.4	88.1
> CC1Cc2c(NCc3ccccc3)ncnc2N(C)c2ccc(Cl)cc21 (configuration not stated)
  53.9	77.4	70.8	55.2	71.3	58.3	86.9	73.9	74.2
> Cc1ccc(-c2nc(C(Cl)Cl)nc3cc(C)nn23)cc1
  4.3*	-12.6*	25.1	17.8	21.4	44.9	-69.3*	35.1	-11.5*
> CCN(CC)C(=O)c1ccc([N+](=O)[O-])cc1
  97.8	107.0	108.5	99.7	90.6	104.2	100.6	87.4	89.4
> CCCCCC(=O)NNc1ccccc1
  78.0	77.3	97.0	67.9	68.1	51.6	87.4	66.1	87.0
> c1ccc(-c2nn(-c3ccccc3)cc2-c2nc3ccccc3[nH]2)cc1
  96.0	125.8	92.3	98.7	110.9	75.5	100.7	106.9	91.1
> CC(=O)c1c(C)nc(SCC(=O)Nc2ccc(F)cc2)n1-c1ccc(Cl)cc1
  91.9	108.1	99.4	91.7	106.1	87.2	111.7	92.2	77.7
> CCOC(=O)C1(C#N)C(=O)CSC1=Nc1ccccc1Cl (configuration not stated)
  104.9	108.7	103.9	95.8	128.6	101.3	107.8	110.2	79.5
> CC1C(=O)C2C(CCC3=CC(=O)CCC32C)C2CCC(C(C)(C)OCCO)C12C (configuration not stated)
  94.7	97.2	93.3	83.7	104.9	82.1	100.1	101.4	93.1
> COc1ccc2c(c1)c(-c1nonc1-c1c[nH]c3ccc(Br)cc13)cn2C
  34.9	61.2	52.2	40.2	48.3	43.8	38.7	56.6	63.3
> O=C(N/C(=C/c1cn(-c2ccccc2)nc1-c1ccccc1)c1nc2ccccc2[nH]1)c1ccccc1
  101.0	115.3	98.6	92.2	105.4	73.6	90.4	111.3	106.4
> Cc1cccc2c1nc(N)c1c3ccccc3cn21
  97.0	nt	90.9	113.0	96.0	96.3	91.3	94.5	91.1
> C=C1CC[C@@H](C(=O)OC)Cc2nc(C)ccc21
  103.0	119.0	97.1	98.4	108.6	98.4	100.8	99.3	100.4
> COc1cnc2c(c1)C(=O)c1c-2n(CCCNC(C)C)c(=O)c2cc([N+](=O)[O-])ccc12
  -80.6*	-58.4*	-44.7*	-76.2*	-61.2*	-54.3*	-83.4*	-63.0*	-79.2*
> COc1ccc(-c2c(-c3ccc4c(c3)OCO4)[nH]c3[nH]c(=O)[nH]c(=O)c23)cc1
  102.8	110.5	102.3	98.5	116.7	99.2	103.2	103.6	103.1
> S=c1[nH]c2cccnc2[nH]1
  103.6	115.7	106.8	100.9	106.1	97.5	101.3	101.4	78.6
> Cc1ccc(S(=O)(=O)OC2CCCCC2)cc1
  92.6	100.3	107.0	nt	100.9	99.2	105.9	107.4	96.3
> CC1(C)CC[C@]2(C(=O)O)CC[C@]3(C)[C@H](CC[C@@H]4[C@@]5(C)CCC(=O)NC(C)(C)[C@@H]5CC[C@]43C)[C@H]2[C@H]1OC(=O)C(F)(F)F
  92.9	111.7	101.1	102.8	98.4	77.5	117.1	94.0	98.7
> CC1(C)C2CC=C(CCO)C1C2 (configuration not stated)
  100.2	103.4	106.3	103.4	102.8	102.9	110.3	101.1	114.1
> CCOC(=O)c1cnc2ccc(OC)cc2c1Nc1ccc(N2CCN(C)CC2)cc1
  98.1	107.4	104.4	95.9	108.4	92.0	122.9	102.1	81.9
> O=C1c2ccccc2C(=O)c2cc3c(cc21)CCCC3
  93.3	106.0	95.5	93.8	103.9	71.5	99.9	93.9	94.3
> Cc1ccc(C2(SCC(N)C(=O)O)c3ccccc3-c3ccccc32)cc1 (configuration not stated)
  90.8	117.2	91.8	100.5	102.5	95.4	102.9	94.5	86.9
> COc1ccc(/C=C/c2nc(Nc3ccc(C(=O)/C=C/N(C)C)cc3)c3ccccc3n2)cc1
  98.5	90.6	94.9	81.2	82.2	77.6	99.0	99.4	67.4
> CCCCCN(CCCCC)C(C)C(=O)c1cc(C)c2ccc3cc(C(C)C)ccc3c2c1 (configuration not stated)
  82.4	94.7	95.5	97.5	87.4	94.9	102.9	98.4	105.7
> O=S(=O)(NCCNc1cc(-c2c(-c3cccc(O)c3)nc3sccn23)ccn1)c1ccc(Cl)cc1
  65.9	67.8	72.7	85.0	47.9	49.3	102.1	91.8	8.4*
> O=C1/C(=C/c2ccc(Cl)cc2)COc2ccc(O)cc21
  44.9	89.7	82.1	101.2	79.3	69.8	83.8	88.1	84.5
> Cc1cc(O)c(C(C)C)cc1O
  104.3	113.6	108.9	127.1	102.2	108.5	115.0	111.5	105.8
> COc1ccc(CNC2CCN(c3ccc(NC(=O)c4cccc(Cl)c4)cc3)CC2)cc1OC
  81.8	101.0	92.2	nt	79.2	38.8	90.8	86.8	83.4
> CCOC(=O)/C(C#N)=C\N(C)C
  107.8	113.9	102.9	87.8	106.4	107.3	110.3	99.5	97.9
> COc1cc(-c2csc(NC(=O)c3ccccc3CN3C(=O)c4ccccc4C3=O)n2)cc(OC)c1OC
  103.8	103.5	103.0	94.2	95.2	102.9	100.3	96.5	78.5
> COc1c(N2CC3CCCN(C(C)=O)C3C2)c(F)cc2c(=O)c(C(=O)N[C@H]3C(OC(C)=O)[C@@H](OC(C)=O)C(COC(C)=O)O[C@H]3OC(C)=O)cn(C3CC3)c12 (some centres not stated)
  106.4	103.1	102.0	102.9	90.9	104.6	101.2	98.4	108.7
> CCOC(=O)c1c(NC(=O)c2cccc(C(F)(F)F)c2F)sc2c1CCC(=O)C2
  20.7	95.3	47.3	95.1	90.2	79.4	107.6	57.6	88.8
> NS(=O)(=O)c1ccc(N=Nc2c(O)n(Cc3ccccc3)c3ccc(Br)cc23)cc1
  93.6	98.2	73.5	97.7	87.0	79.5	99.4	75.1	54.2
> COc1cc(/C=C/C(=O)C(C)(C)C)cc(OC)c1OC
  nt	99.1	100.9	107.3	99.4	94.1	110.5	100.9	87.8
> CC(C)CC(C)NCCO (configuration not stated)
  105.4	109.1	105.8	107.7	97.6	106.1	101.4	107.2	79.3
> O=C(O)/C=C/C(=O)NCc1ccco1
  105.0	99.7	102.8	110.0	105.9	94.3	nt	90.5	84.2
> CCOc1ccc(NC2=C(Cl)C(=O)c3ccccc3C2=O)cc1
  56.9	102.0	62.0	94.3	94.2	72.1	57.7	90.9	81.3
> N#Cc1c(-c2ccc(Cl)cc2)nc(SC(=O)c2ccccc2)[nH]c1=O
  101.4	112.9	101.6	113.4	96.7	103.2	107.3	99.4	83.2
> COc1ccc(-c2cc(-c3nnc(SCC(=O)Nc4ccc(/C(C)=N\O)cc4)n3-c3ccccc3)c3ccccc3n2)cc1
  71.9	96.2	83.7	83.1	79.1	60.8	93.9	85.0	72.5
> O=C(NNC(=S)Nc1ccccc1)c1cc(-c2ccncc2)n(-c2ccccc2)n1
  119.3	108.5	109.3	nt	108.5	93.1	105.5	113.4	109.0
> COc1ccc(C2CC(c3cccs3)=NN2c2ccc(S(N)(=O)=O)cc2)cc1 (configuration not stated)
  78.0	102.5	77.4	95.8	97.6	49.9	92.5	104.2	70.7

# Further compounds.
# Values run as follows: U251	DU-145	SNB-19	SF-295	SF-268	PC-3	HCC-2998	SF-539	SNB-75
> COc1ccc(Nc2ncccc2NC(=O)c2cn(Cc3cccc(Oc4ccccc4)c3)nn2)cc1
  89.8	93.4	95.3	92.8	82.3	69.8	114.6	95.1	83.8
> CC(=S)N=Cc1c(O)cc(C)oc1=O
  104.7	nt	113.0	101.9	100.3	98.5	91.3	113.8	89.8
> CCNCCCn1c2c(c3ccc(F)cc3c1=O)C(=O)c1cc(OC)cnc1-2
  -25.8*	-2.9*	12.1	-21.0*	1.8*	-3.6*	-56.1*	-25.7*	-18.2*
> CCNCCOc1ccc(/C(=C(/CC)c2ccc(Cl)cc2)c2ccc(OCCCN(C)C)cc2)cc1
  -70.7*	-91.7*	-86.0*	-85.8*	-66.7*	-56.4*	-84.2*	-93.9*	-71.1*
> CC(C)(C)C(CCc1ccc(Cl)cc1)N1CCN(C2CCCCC2)CC1 (configuration not stated)
  38.1	25.3	70.6	72.6	43.8	27.7	27.0	81.2	77.7
> O=C(NN1C(=O)c2cc(C(=O)O)c(C(=O)O)cc2C1=O)c1ccncc1
  100.0	143.9	106.2	101.9	93.5	84.6	103.2	112.5	145.0
> COc1cc(C2CC(=O)NC3=NC(=O)N(c4ccccc4)C32)cc(OC)c1OC (configuration not stated)
  97.6	112.7	103.4	103.3	104.5	94.3	100.7	101.1	92.2
> CC(C)/C=C/CC[C@](C)(O)[C@H]1CC[C@]2(C)[C@@H]1CC[C@@H]1[C@@]3(C)C/C(=C/c4cccnc4)C(=O)C(C)(C)[C@@H]3CC[C@]12C
  86.0	98.5	96.5	101.5	95.7	61.4	100.0	96.6	101.1
> Brc1cc2c(cc1Br)OCO2
  99.4	110.0	100.7	101.3	101.3	96.1	108.3	100.5	98.4
> CCOc1ccc(OCc2ccc(C(=O)NCC3CCCO3)o2)cc1 (configuration not stated)
  100.4	104.6	102.5	81.8	100.4	87.8	101.7	99.9	88.0

# Assay outcomes: PubChem BioAssay, NCI
